Bioassay records deposited in PubChem BioAssay by National Center for Advancing Translational Sciences (NCATS).
Mito fusion act – mitochondrial division inhibition or fusion activation. S. cerevisiae fusion-defective mutant growth rescue, CellTiterGlo 48 h. Potency, µM (titrated, usually from 46.1 µM), without a hit: at the highest dose growth rescue (activation), most hits filed as activators. actives 0.23% (n = 320,000). AID 485298;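 further: potency means the concentration at half of the fitted maximal effect; % of control where 0% means no effect; nearly all actives have a fitted effect of over 45% in size; temperature-sensitive fusion mutants such as fzo1-1 at 37 °C on non-fermentable ethanol glycerol medium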
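S. cerevisiae fusion-defective temperature-sensitive mutants (e.g. fzo1-1, mgm1-5) grown 48 h at 37C in YPEG (ethanol/glycerol non-fermentable) medium with 23 nl compound per well; growth rescue read as CellTiterGlo luminescence.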
USP2a inh – USP2a (human) protease inhibition; USP2 core, Ub-CHOP2 coupled fluorogenic reporter, 485/531; Potency, µM (titrated, usually from 38.3 µM), inactives show at the highest dose activity change, negative = inhibition, hits mostly inhibitors; actives 0.01% (n = 330,000); O75604;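 further: potency means the concentration at half of the fitted maximal effect; plate controls were DMSO wells for no effect and full inhibition by NEM control for full effect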
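Deubiquitinase activity read as fluorescence (485/531 nm) after Ub-CHOP2 cleavage activates the enterokinase reporter on its substrate; USP2 core 10nM, Ub-CHOP2 and substrate 25nM each, 30min compound preincubation then 60min RT; data normalized to NEM, curves fitted.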
Menin-MLL TR inh – inhibitors of human menin-MLL interaction, mutant MLL peptide; Menin + Texas Red MLL mutant peptide, fluorescence polarization; Potency, µM (top dose mostly 61.6 µM), for inactives: at the highest dose FP activity change, negative = inhibition, usual class: inhibitors; actives 0.23% (n = 270,000); O00255; active means well fitted inhibition curve with a large enough effect in the polarisation, with a control signal flat, not every such curve was filed as active; inconclusive means small, poorly fitted or top-dose-only effect, or effect the other way, or a change in a side signal; inactive means no such curve, though single readings can be large or run the other way; the % refers to the polarisation; further: potency means the concentration at half of the fitted maximal effect; % of control where 0% means no effect; many of its hits are not listed in these tables
PKM2 activator – PKM2 (human) enzyme activation; P14618; purified PKM2, Kinase-Glo ATP luminescence, activation; response scale: 0% is enzyme alone, no compound; Potency, µM (highest dose often 57.5 µM), for the others: top-dose activation, most hits filed as activators; actives 0.34% (n = 260,000); further: potency means the concentration at half of the fitted maximal effect; on the % scale 0 is the no-effect control and ±100 the full control effect; nearly all actives have a fitted effect of over 55% in size
Target sequence (P14618 whole entry, looked up): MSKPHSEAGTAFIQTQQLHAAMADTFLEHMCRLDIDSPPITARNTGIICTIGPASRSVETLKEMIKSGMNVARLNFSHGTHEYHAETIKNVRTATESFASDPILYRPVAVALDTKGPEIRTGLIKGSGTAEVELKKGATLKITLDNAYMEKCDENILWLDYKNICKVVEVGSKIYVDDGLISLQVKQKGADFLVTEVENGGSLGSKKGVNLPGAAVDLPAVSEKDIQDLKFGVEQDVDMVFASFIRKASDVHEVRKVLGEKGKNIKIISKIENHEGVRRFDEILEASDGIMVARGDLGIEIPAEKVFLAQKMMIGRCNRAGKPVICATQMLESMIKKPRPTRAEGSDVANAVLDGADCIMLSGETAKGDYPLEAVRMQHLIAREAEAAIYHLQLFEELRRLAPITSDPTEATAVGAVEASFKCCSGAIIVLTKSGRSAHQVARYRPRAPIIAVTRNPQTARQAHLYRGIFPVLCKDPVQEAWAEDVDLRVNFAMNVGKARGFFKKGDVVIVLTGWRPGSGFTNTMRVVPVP
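hPK-M2, >95% pure; 0.1 mM ADP / 0.5 mM PEP final; imidazole pH7.2 buffer w/ 7 mM MgCl2, 50 mM KCl; 1 h RT; Kinase-Glo lum. Intermediate enzyme activity for dual inhibitor/activator qHTS.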
TSHR antag – blocks TSH signaling through the human TSH receptor | activity change, negative = inhibition, % at 11.5 µM | TSHR-expressing cells, TSH-stimulated cAMP HTRF, 2 h; stronger effect = lower value | P16473 | AID 504810 | actives 0.2% (n = 330,000);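 active means activity change below a set negative limit, meaning inhibition stronger than a set level, cut at about -70% in these data; inconclusive means activity change between two set negative limits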; further: on the % scale 0 is the no-effect control and ±100 the full control effect
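Inhibition of cAMP made by TSHR-expressing cells under TSH stimulation (4nM final, EC80; 2 h, 37 deg C) is quantified with a one-step lysis HTRF kit, anti-cAMP cryptate versus cAMP-d2.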
BCR signal inh – inhibitors of chronic active B-cell receptor signaling; AID 493014; actives 0.05% (n = 340,000); Potency, µM (top dose mostly 46.1 µM), for the others: at the highest dose ratio change, negative = lower green/red ratio, most hits filed as inhibitors; ABC-DLBCL IkBa-CBG/CBR reporter, luminescence ratio, 4 h; active means well fitted inhibition curve with a large enough effect in the signal ratio, with a control signal flat, not every such curve was filed as active; inconclusive means small, poorly fitted or top-dose-only effect, or effect the other way, or a change in a side signal; the % refers to the signal ratio;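 further: potency means the concentration at half of the fitted maximal effect; plate controls were basal doxycycline-induced cells for no effect and cells given 10 µM MG132 for full effect; MG132 reads +100%, hits lower the ratio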
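Doxycycline induced both beetle luciferases in TMD8 lymphoma cells; IKK-driven degradation limits the IkappaBalpha-fused green signal, while red luminescence normalises for cell number and nonspecific effects. Compounds tested up to 46 uM, 4 hrs.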
GALK inh – blocks human galactokinase activity; actives 0.007% (n = 270,000); Potency, µM (top dose mostly 57.5 µM), for inactives: at the highest dose activity change, negative = inhibition, hits mostly inhibitors; Purified GALK, Kinase-Glo residual ATP luminescence; P51570; further: potency means the concentration at half of the fitted maximal effect; on the % scale 0 is the no-effect control and ±100 the full control effect
Target sequence (P51570 whole entry, looked up): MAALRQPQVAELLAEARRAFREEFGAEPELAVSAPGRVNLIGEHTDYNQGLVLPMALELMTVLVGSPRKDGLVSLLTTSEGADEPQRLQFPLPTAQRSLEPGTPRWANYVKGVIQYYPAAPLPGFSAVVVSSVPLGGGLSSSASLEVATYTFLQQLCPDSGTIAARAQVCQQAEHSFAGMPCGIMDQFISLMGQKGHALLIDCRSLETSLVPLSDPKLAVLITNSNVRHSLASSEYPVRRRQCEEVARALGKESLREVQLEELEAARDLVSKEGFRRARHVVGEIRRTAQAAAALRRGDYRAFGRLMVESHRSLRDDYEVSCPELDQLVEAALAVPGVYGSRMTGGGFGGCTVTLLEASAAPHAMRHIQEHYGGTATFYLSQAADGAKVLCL
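GALK at 5 nM final was combined with compound, 35 uM ATP and 100 uM galactose in HEPES pH8.0 with MgCl2 and DTT. The reaction ran one hour at room temperature before luminescent ATP detection.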
MBNL1-CUG inh – blocks human MBNL1 binding to CUG repeat RNA | TR-FRET MBNL1-His/biotin-(CUG)12 binding, 665/545 ratio | Q9NR56 | actives 0.036% (n = 280,000) | Potency, µM (titrated, usually from 57.5 µM), without a hit: top-dose activity change, negative = inhibition, usual class: inhibitors; active means well fitted inhibition curve with a large enough effect in the signal ratio, with a control signal flat, not every such curve was filed as active; inconclusive means small, poorly fitted or top-dose-only effect, or effect the other way, or a change in a side signal; inactive means no such curve, though single readings can be large or run the other way; the % refers to the signal ratio; further: potency means the concentration at half of the fitted maximal effect; on the % scale 0 is the no-effect control and ±100 the full control effect
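Ratiometric TR-FRET (665 over 545 nm, excitation 340 nm) tracks disruption of MBNL1-His/biotin-(CUG)12 complex after 60 min at room temperature, with compounds at 92 nM to 58 uM final.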
ASM inhibitor – inhibitors of human secretory acid sphingomyelinase | P17405 | placental ASM, HMU-PC fluorogenic substrate, 60 min | Potency, µM (highest dose often 57.5 µM), for inactives: at the top dose activity change, negative = inhibition, most hits filed as inhibitors | actives 0.006% (n = 340,000) | AID 504937; further: potency means the concentration at half of the fitted maximal effect
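Human placenta-derived ASM preincubated with compound 10 min at room temperature, then reacted with 9 uM (final) fluorogenic HMU-PC substrate for 60 min at 37 C. Stop solution raises pH to 10; fluorescence read at Ex 386/Em 447 nm.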
hERG WT inh – KCNH2 (human, wildtype) channel inhibition; Q12809; U2OS, BacMam KCNH2, thallium flux FluxOr; stronger effect = lower value; activity change, % at 1.84 µM; actives 0.37% (n = 340,000); AID 720551;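 active means maximum activity change below -70%; inconclusive means maximum activity change between -70% and -50%; inactive means maximum activity change above -50%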; further: on the % scale 0 is the no-effect control and ±100 the full control effect
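U2OS cells transduced with wild-type KCNH2 virus are loaded with FluxOr dye for 45 min, and thallium flux is measured in kinetic reads before and after stimulation buffer. Rate constants are normalized to DMSO controls.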
Eya2 inh – Eya2 (human) phosphatase inhibition | recombinant Eya2, OMFP fluorescence dephosphorylation (OMFP is methylfluorescein phosphate) | Potency, µM (series often up to 76.9 µM), without a hit: at the top dose activity, negative = inhibition, most hits filed as inhibitors | actives 0.006% (n = 330,000); further: potency means the concentration at half of the fitted maximal effect; on the % scale 0 is the no-effect control and ±100 the full control effect
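Eya2 (0.2 uM) preincubated 10 min at ambient with compound, then OMFP substrate added at 50 uM; 10 min reaction in 50 mM HEPES pH 7.5, 50 mM NaCl, 5 uM MgCl2, 0.05% BSA, 1 mM DTT. Fluorescence read at Ex 485/Em 525 nm.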
The depositor's hits bear a star; i = inactive; ? = inconclusive; . = not tested or not shown; [ ] = remark or other dose. Unless noted, the call rests on the fitted dose curve; in most records, active means well fitted curve in the direction sought with a large enough effect; inconclusive means small, poorly fitted or top-dose-only effect, or another doubt; inactive means no such curve, though single readings can be large; an effect the other way counts as inactive or inconclusive.

The opening 9 compounds, ahead of the listing:
1) COC(=O)c1ccc(S(=O)(=O)N2CCC(C(N)=O)CC2)n1C
2) O=C(COC(=O)c1ccc2c(c1)OCCO2)NCCc1ccc(F)cc1
3) Cc1nn(C)c(C)c1NC(=O)C12CC3CC(CC(C3)C1)C2
4) COc1ccc(-c2cc(C3CC3)nc3sc(C#N)c(N)c23)cc1
5) O=C(c1ccc(Cl)c([N+](=O)[O-])c1)N(c1ccccn1)c1ccccn1
6) Cc1cnc(NC(=O)CSc2nnc3ncccn23)s1
7) Cc1nc(N2CCOCC2)c2cc(-c3ccccc3)sc2n1
8) Cc1nn(C)c(C(=O)N/N=C/c2cccnc2)c1Br
9) CC(C)c1ccc(/C=C2\NC(=O)NC2=O)cc1

| screen / no. | 1 | 2 | 3 | 4 | 5 | 6 | 7 | 8 | 9 |
| --- | --- | --- | --- | --- | --- | --- | --- | --- | --- |
| hERG WT inh | 1.5 | -0.2 | -5.2 | 6.1 | -34.0 | 21.2 | -23.9 | 2.4 | 2.6 |
| GALK inh | . | . | 0.6% | 0.8% | -0.4% | -3.3% | 2.0% | 2.5% | -1.1% |
| ASM inhibitor | 0.1% | 0.7% | -1.8% | 247.8%[activator] | -0.7% | 2.2% | -6.1% | 4.9% | 0.3% |
| MBNL1-CUG inh | 1.8% | . | -2.6% | ? | . | 0.3% | 35.3%[activator] | 10.8% | ? |
| BCR signal inh | ? | -1.2% | 0.1% | ? | 5.0% | 1.3% | -2.3% | 0.5% | ? |
| TSHR antag | 11.5 | . | 10.4 | -3.0 | 12.2 | -1.9 | -13.8 | 13.0 | -2.5 |
| PKM2 activator | -1.1% | . | -2.1% | 2.9% | 3.7% | 28.7% | -1.6% | -2.7% | 3.4%[11.5 µM] |
| Eya2 inh | 1.0% | -2.7% | 6.0% | 3.1% | 1.7% | -7.0% | -0.5%[15.4 µM] | 2.0% | 5.0% |
| USP2a inh | -8.8% | 2.4% | 1.5% | 0.5% | 0.8% | -0.4% | 0.1% | -0.5% | -0.5% |
| Mito fusion act | -2.5% | . | 3.1% | 12.6µM* | -4.5% | -2.6% | -0.2% | -0.3% | 7.7% |
| Menin-MLL TR inh | . | . | -17.3% | 1.2% | 0.6% | 9.9% | -3.3% | . | -9.0% |

All compounds of this part, from the start:
1) COC(=O)c1ccc(S(=O)(=O)N2CCC(C(N)=O)CC2)n1C
2) O=C(COC(=O)c1ccc2c(c1)OCCO2)NCCc1ccc(F)cc1
3) Cc1nn(C)c(C)c1NC(=O)C12CC3CC(CC(C3)C1)C2
4) COc1ccc(-c2cc(C3CC3)nc3sc(C#N)c(N)c23)cc1
5) O=C(c1ccc(Cl)c([N+](=O)[O-])c1)N(c1ccccn1)c1ccccn1
6) Cc1cnc(NC(=O)CSc2nnc3ncccn23)s1
7) Cc1nc(N2CCOCC2)c2cc(-c3ccccc3)sc2n1
8) Cc1nn(C)c(C(=O)N/N=C/c2cccnc2)c1Br

| screen / no. | 1 | 2 | 3 | 4 | 5 | 6 | 7 | 8 |
| --- | --- | --- | --- | --- | --- | --- | --- | --- |
| hERG WT inh | 1.5 | -0.2 | -5.2 | 6.1 | -34.0 | 21.2 | -23.9 | 2.4 |
| GALK inh | . | . | 0.6% | 0.8% | -0.4% | -3.3% | 2.0% | 2.5% |
| ASM inhibitor | 0.1% | 0.7% | -1.8% | 247.8%[activator] | -0.7% | 2.2% | -6.1% | 4.9% |
| MBNL1-CUG inh | 1.8% | . | -2.6% | ? | . | 0.3% | 35.3%[activator] | 10.8% |
| BCR signal inh | ? | -1.2% | 0.1% | ? | 5.0% | 1.3% | -2.3% | 0.5% |
| TSHR antag | 11.5 | . | 10.4 | -3.0 | 12.2 | -1.9 | -13.8 | 13.0 |
| PKM2 activator | -1.1% | . | -2.1% | 2.9% | 3.7% | 28.7% | -1.6% | -2.7% |
| Eya2 inh | 1.0% | -2.7% | 6.0% | 3.1% | 1.7% | -7.0% | -0.5%[15.4 µM] | 2.0% |
| USP2a inh | -8.8% | 2.4% | 1.5% | 0.5% | 0.8% | -0.4% | 0.1% | -0.5% |
| Mito fusion act | -2.5% | . | 3.1% | 12.6µM* | -4.5% | -2.6% | -0.2% | -0.3% |
| Menin-MLL TR inh | . | . | -17.3% | 1.2% | 0.6% | 9.9% | -3.3% | . |

9) CC(C)c1ccc(/C=C2\NC(=O)NC2=O)cc1
10) COc1cc(C(=O)NCCNc2nc3cc(C)ccc3cc2C#N)cc(OC)c1OC
11) C=CCSc1nnc2n(-c3ccccc3OC)c(=O)c3c4c(sc3n12)CCC4
12) O=C(NCc1ccccc1)NC1CCS(=O)(=O)C1 (configuration not stated)
13) O=C(N/N=C/c1coc2ccccc2c1=O)c1ccccc1Br
14) CCOc1ccc2nc(NC(=O)C(NS(=O)(=O)c3cccc4nsnc34)C(C)C)sc2c1 (configuration not stated)
15) c1ccc(-c2csc3nnc(SCc4ccc5c(c4)OCO5)n23)cc1
16) Cc1ccccc1NC(=O)Cn1c(=O)oc2ccccc21

| screen / no. | 9 | 10 | 11 | 12 | 13 | 14 | 15 | 16 |
| --- | --- | --- | --- | --- | --- | --- | --- | --- |
| hERG WT inh | 2.6 | -11.2 | 7.2 | i | 6.1 | 3.7 | 12.6 | -8.9 |
| GALK inh | -1.1% | -1.4% | 0.4% | 1.4% | . | -0.1% | -0.5% | 0.0% |
| ASM inhibitor | 0.3% | . | -3.7% | 2.9% | 7.4% | -2.1% | -6.9% | -4.0% |
| MBNL1-CUG inh | ? | 20.5% | 11.3% | -2.6% | -5.3%[11.5 µM] | ? | -15.3% | 2.3% |
| BCR signal inh | ? | -4.7% | 9.1% | 7.0% | ? | -1.6% | ? | 2.2% |
| TSHR antag | -2.5 | -6.5 | 8.2 | 1.7 | -4.3 | 0.4 | 11.8 | -2.4 |
| PKM2 activator | 3.4%[11.5 µM] | -0.3%[11.5 µM] | -24.0% | -5.3% | 6.2% | -26.2% | 0.1% | -3.4% |
| Eya2 inh | 5.0% | 5.4% | -16.4% | -0.8% | 5.3% | -11.1% | 6.3% | 10.7% |
| USP2a inh | -0.5% | 2.2% | -0.8% | 0.4% | 1.9% | -0.9% | 2.1% | -0.4% |
| Mito fusion act | 7.7% | 3.8% | 9.6% | 0.0% | 6.6% | ? | 3.7% | 4.4% |
| Menin-MLL TR inh | -9.0% | 0.2% | ? | -1.2% | -20.1% | -4.3%[11.7 µM] | -4.7% | -7.3% |

17) Cc1cccc(Oc2ccc(S(=O)(=O)N3CCCCC3)cc2N)c1
18) CC1CCc2nn(CC(=O)N3CCCCCC3)cc2C1 (configuration not stated)
19) COc1ccc(C(=O)OCn2nnc3ccccc3c2=O)cc1
20) O=C(O)c1ccccc1SCCS(=O)(=O)c1ccc(Cl)cc1Cl

| screen / no. | 17 | 18 | 19 | 20 |
| --- | --- | --- | --- | --- |
| hERG WT inh | . | -2.4 | -10.8 | -11.5 |
| GALK inh | 7.2% | 0.5% | -2.1% | 3.2% |
| ASM inhibitor | -1.6% | -2.5% | -3.6% | 5.2% |
| MBNL1-CUG inh | -2.4% | -4.3% | 11.2% | -13.1% |
| BCR signal inh | 1.4% | 4.3% | -2.4% | 6.7% |
| TSHR antag | -9.1 | 22.5 | -6.8 | -7.2 |
| PKM2 activator | -0.7% | 3.8% | 1.4% | . |
| Eya2 inh | 3.8% | -14.9% | 4.8% | -3.5% |
| USP2a inh | -7.5% | 2.6% | 8.0% | -1.0% |
| Mito fusion act | 23.5% | -6.5% | 24.9% | -2.4% |
| Menin-MLL TR inh | -8.8% | -3.2% | 0.8% | 10.6% |

This is a subset (hit frequency here may not be typical).
